Screens (PubChem)
CBFb-RUNX1 inh – qHTS Assay for Compounds Blocking the Interaction Between CBF-beta and RUNX1 for the Treatment of Acute Myeloid Leukemia; Runt-related transcription factor 1 (Homo sapiens) + Core-binding factor subunit beta …; AlphaScreen CBFb-His/RUNX1-biotin binding, biochemical; Potency, µM (series often up to 59.8 µM), for the others: top-dose activity, negative = inhibition, most hits filed as inhibitors; 230,000 tested, under 10 active; AID 1477, 2009; also: % of control where 0% means no effect
Target sequence (Q01196 whole entry, looked up): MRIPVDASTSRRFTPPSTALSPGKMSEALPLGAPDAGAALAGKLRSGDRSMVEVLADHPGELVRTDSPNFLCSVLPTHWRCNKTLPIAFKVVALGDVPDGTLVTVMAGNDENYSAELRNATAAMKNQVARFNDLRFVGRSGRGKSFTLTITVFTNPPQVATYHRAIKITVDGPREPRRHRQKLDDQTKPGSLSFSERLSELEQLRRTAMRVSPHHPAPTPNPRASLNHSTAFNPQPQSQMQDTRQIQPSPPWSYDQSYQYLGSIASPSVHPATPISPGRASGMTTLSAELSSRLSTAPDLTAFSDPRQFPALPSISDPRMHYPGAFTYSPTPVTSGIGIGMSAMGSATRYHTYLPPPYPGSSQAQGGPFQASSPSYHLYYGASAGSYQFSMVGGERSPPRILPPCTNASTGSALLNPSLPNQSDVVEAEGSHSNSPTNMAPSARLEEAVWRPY
Target sequence (Q13951 whole entry, looked up): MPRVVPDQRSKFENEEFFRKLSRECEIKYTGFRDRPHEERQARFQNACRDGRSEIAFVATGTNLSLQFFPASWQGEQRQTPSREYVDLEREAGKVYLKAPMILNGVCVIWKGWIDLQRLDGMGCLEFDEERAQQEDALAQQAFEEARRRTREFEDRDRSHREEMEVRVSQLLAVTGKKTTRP
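Bead-based AlphaScreen assay; binding partners His-tagged CBF-beta and biotinylated RUNX1 at 30 nM each. Compound exposure 15 min after a 20-min protein preincubation; bead step 90 min; all steps at room temperature.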
NPSR antagonist – qHTS Assay for Antagonists of the Neuropeptide S Receptor: cAMP Signal Transduction; CHO-NPSR cells, cAMP TR-FRET, antagonist mode; Potency, µM (doses to about 38.3 µM), for the others: at the top dose activity change, negative = inhibition, most hits filed as inhibitors; 220,000 compounds, 1% hits; AID 1461, 2008; also: potency is read from the fitted curve at half-maximal effect; % is scaled to controls: 0 for no effect and ±100 for the full control effect; nearly all actives have a fitted effect of over 50% in size; many of its hits are not listed in these tables
Target sequence (Q6W5P4 whole entry, looked up): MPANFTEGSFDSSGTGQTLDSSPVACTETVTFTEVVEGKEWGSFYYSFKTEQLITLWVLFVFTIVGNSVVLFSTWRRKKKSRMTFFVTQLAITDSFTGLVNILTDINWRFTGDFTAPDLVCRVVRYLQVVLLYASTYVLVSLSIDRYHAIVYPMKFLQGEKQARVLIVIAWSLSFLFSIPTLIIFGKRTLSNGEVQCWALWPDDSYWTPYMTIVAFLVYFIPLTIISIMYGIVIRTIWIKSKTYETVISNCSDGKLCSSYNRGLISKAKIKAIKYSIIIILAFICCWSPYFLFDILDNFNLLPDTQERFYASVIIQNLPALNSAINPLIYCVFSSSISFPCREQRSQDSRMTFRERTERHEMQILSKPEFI
L3MBTL1 inh – qHTS Assay for the Inhibitors of L3MBTL1; Lethal(3)malignant brain tumor-like protein 1 (Homo sapiens), Q9Y468; 230,000 compounds, 0.66% hits; AID 485360, 2010; AlphaScreen L3MBTL1–H3K9me1 peptide binding; Potency, µM (doses to about 57.1 µM), for the others: top-dose activity, negative = inhibition, most hits filed as inhibitors; also: potency is read from the fitted curve at half-maximal effect; % is scaled to controls: 0 for no effect and ±100 for the full control effect; nearly all actives have a fitted effect of over 60% in size
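L3MBTL1 50 nM + b-AHA-H3(1-15)K9me1 75 nM, 30 min RT; compound added, 30 min RT; streptavidin donor/Ni-chelate acceptor beads 10 ug/mL each final, 30 min RT dark; AlphaScreen read.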
HTT aggregate – qHTS Multiplex Assay to Identify Dual Action Probes in a Cell Model of Huntington: Aggregate Formation (GFP) | Potency, µM (series often up to 46.1 µM), inactives show at the top dose activity change, negative = inhibition, hits mostly inhibitors | PC12 HttQ103-GFP aggregates, Acumen cytometry, 40 h | 220,000 compounds, 1.1% hits; also: potency is read from the fitted curve at half-maximal effect; % is scaled to controls: 0 for no effect and ±100 for the full control effect; nearly all actives have a fitted effect of over 60% in size
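Compounds (qHTS titration) were added to PC12 cells expressing an ecdysone-driven HTT exon 1 Q103–GFP fusion after induction with 100 nM tebufenozide. Aggregate formation was measured as GFP objects in cell lysates.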
Epigenetic derep – Quantitative High-Throughput Screen for Regulators of Epigenetic Control; murine LDR cells, GFP reporter derepression, 30 h; Potency, µM (titrated, usually from 53.9 µM), for inactives: at the highest dose GFP activation, most hits filed as activators; 280,000 compounds, 0.2% hits; AID 1865, 2009; also: potency is read from the fitted curve at half-maximal effect; % of control where 0% means no effect; nearly all actives have a fitted effect of over 60% in size
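Murine LDR cells carrying a silenced, genomically integrated CMV-driven GFP reporter were exposed to compound for 30 hours at 37 C. After PBS washes, GFP-positive cells (20–120 um objects) were counted by laser-scanning microplate cytometry.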
Luc counter – Counterscreen for Luciferase (Kinase-Glo TM) Inhibition; AID 1379, 2008; Potency, µM (highest dose often 38.3 µM), for the others: at the highest dose activity change, negative = inhibition, usual class: inhibitors; Kinase-Glo luciferase, ATP luminescence, 8 min; 200,000 compounds, 0.28% hits; Luciferin 4-monooxygenase (Photuris pensylvanica), Q27757; also: potency is read from the fitted curve at half-maximal effect; % is scaled to controls: 0 for no effect and ±100 for the full control effect; nearly all actives have a fitted effect of over 60% in size
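Light output from Kinase-Glo luciferase with luciferin and 10 uM ATP in 50 mM imidazole pH 7.2, KCl, MgCl2, Tween 20, BSA; compound pin-delivered, 8-min ambient incubation, then luminescence read.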
IMPase Li cell – qHTS Assay for Identifying the Cell-Membrane Permeable IMPase Inhibitors: Potentiation with Lithium; CHO-M1 cells, IP1 TR-FRET (IP-One), carbachol + lithium; Potency, µM (highest dose often 59.4 µM), for the others: at the top dose activity, negative = IMPase inhibition, actives largely listed as inhibitors; 210,000 compounds, 0.35% hits;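 also: IP1 builds up when IMPase is blocked and the TR-FRET signal falls; potency is read from the fitted curve at half-maximal effect; plate controls were basal vehicle for no effect and high inhibitor control for full effect; nearly all actives have a fitted effect of over 50% in size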
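Concentration–response in CHO-M1 cells, lithium-potentiated; 30 min at 37C. IP1 detected by competitive TR-FRET after 10 min lysis at RT. Hill-fitted AC50.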
Starred values were filed as active, the others as inactive; ? = inconclusive; . = no result given; [ ] = dose if it differs, or a comment. Calls follow the shape of the dose curve; as a rule, active = well fitted curve in the direction sought with a large enough effect; inconclusive = small, poorly fitted or top-dose-only effect, or another doubt; inactive = no such curve, though single readings can be large; an effect the other way counts as inactive or inconclusive.

SMILES | CBFb-RUNX1 inh | NPSR antagonist | L3MBTL1 inh | HTT aggregate | Epigenetic derep | Luc counter | IMPase Li cell
O=C(CSc1nnc(-c2ccc(Cl)cc2)n1Cc1ccco1)NCc1ccc2c(c1)OCO2 | 1% | ? | . | 17% | 0.0% | 10% | -1%[38.3 µM]
COc1ccc(C(=S)Nc2ccccc2)cc1 | -2% | -2%[46.1 µM] | -1% | -11% | -1.2% | -3% | 9%[38.3 µM]
C=CCSC1=C(C#N)C2(CCCCC2)C(C#N)C(=O)N1 (configuration not stated) | 4% | 2%[46.1 µM] | 7% | -17% | 0.7% | 2% | 5%[38.3 µM]
CCOc1ccc2nc(NC(=O)CC3Oc4ccccc4NC3=O)sc2c1 (configuration not stated) | 5% | 3% | 3% | 0%[9.22 µM] | 2.3% | . | .
COc1cc(C(=O)NCc2nnc(SCC(=O)N3CCC(C)CC3)o2)cc(OC)c1OC | 7% | -9%[46.1 µM] | . | 19% | -4.5% | -3% | 21%[38.3 µM]
COc1cccc(NC(=O)C(C)Oc2ccccc2)c1 (configuration not stated) | 6% | -9%[46.1 µM] | 5% | 13% | -1.2% | -2% | -3%[38.3 µM]
Cc1ccc(-n2c(-c3cn(C)nc3C)n[nH]c2=S)cc1 | -4% | 0% | . | -4% | 2.8% | -2% | -8%
CCn1c(CNc2ccc(C)cc2)nnc1SCC(=O)NCc1ccccc1 | 3% | -11%[46.1 µM] | -3% | -12% | -1.1% | -1% | 26%[38.3 µM]
CN1CCN(Cc2nc3c(c(=O)n(C)c(=O)n3C)n2Cc2cccc3ccccc23)CC1 | -2% | -5%[46.1 µM] | -3% | ? | -1.0% | -2% | 16%[38.3 µM]
CCOC(=O)Cc1csc(NS(=O)(=O)Cc2ccccc2)n1 | 1% | 3%[46.1 µM] | . | 8% | -1.0% | 1% | 17%[38.3 µM]
CCOC1CCCCC1NS(=O)(=O)c1ccc(Cl)cc1 (configuration not stated) | 5% | -4%[46.1 µM] | 6% | -12% | -0.2% | -5% | -9%[38.3 µM]
CCCc1cc(C(=O)Nc2ccccc2SC)no1 | 3% | -14%[46.1 µM] | 97%[activator] | -13% | 0.8% | -6% | 55%[activator][38.3 µM]
Nc1cccc(-c2cn3cc(C(F)(F)F)cc(Cl)c3n2)c1 | -3% | -4%[46.1 µM] | -6% | 2% | -0.9% | -7% | -8%
CC1CCc2nc(NC(=O)C3COc4ccccc4O3)sc2C1 (configuration not stated) | 11% | 0%[46.1 µM] | -17% | ? | 0.0% | -4% | 38%[activator][38.3 µM]
COC(=O)c1sc(S(=O)(=O)N2CCC(C)CC2)c(C(=O)OC)c1C | 13% | -21%[46.1 µM] | 14% | 15% | 0.0% | 0% | 5%[38.3 µM]

3 compounds picked at random from the list so far:
SMILES | CBFb-RUNX1 inh | NPSR antagonist | L3MBTL1 inh | HTT aggregate | Epigenetic derep | Luc counter | IMPase Li cell
CCOC(=O)Cc1csc(NS(=O)(=O)Cc2ccccc2)n1 | 1% | 3%[46.1 µM] | . | 8% | -1.0% | 1% | 17%[38.3 µM]
COc1cc(C(=O)NCc2nnc(SCC(=O)N3CCC(C)CC3)o2)cc(OC)c1OC | 7% | -9%[46.1 µM] | . | 19% | -4.5% | -3% | 21%[38.3 µM]
COC(=O)c1sc(S(=O)(=O)N2CCC(C)CC2)c(C(=O)OC)c1C | 13% | -21%[46.1 µM] | 14% | 15% | 0.0% | 0% | 5%[38.3 µM]

(cont.)
SMILES | CBFb-RUNX1 inh | NPSR antagonist | L3MBTL1 inh | HTT aggregate | Epigenetic derep | Luc counter | IMPase Li cell
CC(=O)OCCNC(=O)Cn1cnc2c1c(=O)n(C)c(=O)n2C | -1% | 15%[46.1 µM] | . | 0% | 0.0% | 5% | 21%[38.3 µM]
Cc1ccc(C(C)C)c(OCC(O)CN2CC(C)OC(C)C2)c1 (configuration not stated) | 4% | 2%[46.1 µM] | 5% | 8% | -1.1% | 2% | 4%[38.3 µM]
CCOCc1nnc(NC(=O)c2cccs2)s1 | 9% | -8%[46.1 µM] | 0% | -14% | 0.0% | 2% | 12%[38.3 µM]
CCCN1C2CCCC1CC(NC(=S)Nc1cc(C)ccc1C)C2 (configuration not stated) | 9% | 2%[46.1 µM] | 9% | -16% | -1.2% | 7% | 8%
O=C(OC(C(=O)NCc1ccc2c(c1)OCO2)c1ccccc1F)c1ccco1 (configuration not stated) | 2% | -8%[46.1 µM] | -1% | 7% | -1.0% | 1% | 14%[38.3 µM]
Cn1c(=O)c2c(-c3ccccc3F)c3c(nc2n(C)c1=O)-c1ccccc1C3O (configuration not stated) | 4% | -16%[46.1 µM] | -9% | -10% | -0.8% | -5% | 4%
C=CCn1c(C(C)NC(=O)CC)nc2ccccc21 (configuration not stated) | 12% | -3%[46.1 µM] | -9% | -15% | -1.1% | 0% | 6%[38.3 µM]
Cc1nc2ccccc2c(=O)n1C1CCCCCC1 | 4% | -12%[46.1 µM] | 1% | -15% | -0.4% | 16% | 7%[38.3 µM]
CC1CCN(c2c(NCc3ccc(C(=O)NCc4cccnc4)cc3)c(=O)c2=O)CC1 | 0% | 7% | 6% | ? | 0.0% | 2% | 6%
Cc1cc(C=C2C(=O)c3ccccc3C2=O)c(C)n1C | 0% | -2% | -1% | 22% | 2.0% | -4% | 3%
Cc1ccc(S(=O)(=O)N2CCOCC2)cc1NC(=O)CSc1nccn1C | 4% | -2%[46.1 µM] | 7% | 4% | 0.0% | 2% | 1%
CCO[C@@H]1OC(C(=O)N2CCN(Cc3ccccc3)CC2)=C[C@H](c2ccc(Br)cc2)[C@H]1CCCO | -3% | ? | 1% | 22%[9.22 µM] | -2.0% | . | -4%
CC(=O)Oc1c(-c2ccccc2)oc2c(CC=C(C)C)c3c(c(OC(C)=O)c2c1=O)C=CC(C)(C)O3 | . | . | . | . | 0.2% | -3% | 17%
Cc1cccc(/C(N)=N/OC(=O)c2cccs2)c1 | 8% | -4%[46.1 µM] | 10% | -5% | -1.8% | 2.5µM* | -12%[38.3 µM]
COCCCNC(=O)C1CC(=O)N(Cc2ccc(OC)cc2)C1 (configuration not stated) | 0% | -3%[46.1 µM] | 3% | -2% | -1.1% | -2% | -3%[38.3 µM]
C(=N\Nc1ccc(-n2ccnc2)nn1)/c1ccccc1 | -25% | 6%[46.1 µM] | . | -5% | 2.1% | 0% | 10%[38.3 µM]
O=C(CCCn1c(=O)oc2ccccc21)NC1CCCCCC1 | -3% | 3% | . | 4% | -0.2% | . | 3%
CN1CCN(c2nc3c(c(=O)[nH]c(=O)n3C)n2CCCSc2ncccn2)CC1 | 1% | -16%[46.1 µM] | 6% | 19% | -0.9% | 11% | -5%[38.3 µM]
COC(=O)c1sc2ccccc2c1NC(=O)c1coc2ccccc2c1=O | 0% | 3% | 8% | 1% | -1.0% | 3% | -14%
Cc1ccc(-n2nc(C(=O)N3CCOCC3)cc2-c2ccc(Cl)cc2)cc1 | 6% | -14%[46.1 µM] | -4% | -1% | 0.9% | 8% | 2%
C/C(=N\N=C(/N)SC1CC(=O)N(c2ccc(Br)cc2)C1=O)c1cccs1 (configuration not stated) | -15% | -9%[46.1 µM] | -2% | 15% | -1.1% | 0% | -2%[38.3 µM]
C/C(=N\NC(=O)c1ccncc1)c1cccs1 | -7% | 9% | . | -18% | 0.0% | -11% | 5%
CCOc1ccc(Cl)cc1/C=N/NC(=O)c1ccccc1 | -8% | -16% | 25% | -2% | -1.0% | 3% | 2%
Cc1cccc(N=C2NN=C(c3ccccc3F)CS2)c1C | ? | 8% | . | -13% | 1.1% | -1% | 5%
Cc1cc(C)nc(NS(=O)(=O)c2ccc(CC(C)C)cc2)c1 | 11% | -3% | . | -3%[9.22 µM] | 4.5% | . | .
CCN(CC)C(=O)Oc1ccc2ccccc2c1Br | 18% | -26% | . | -4% | 0.2% | 0% | -2%
CSc1cccc(NC(=S)N(CCC(C)C)C(C)c2ccncc2)c1 (configuration not stated) | 7% | -32% | . | 7%[9.22 µM] | -0.9% | . | .
Cc1ccc(NC(=S)N(Cc2ccco2)C(C)c2cccs2)c(Cl)c1 (configuration not stated) | 5% | 7% | . | 4% | 0.1% | 8% | 14%
CCOc1ccc(N(CC(=O)NCc2cccs2)S(=O)(=O)c2c(C)noc2C)cc1 | 4% | -14%[46.1 µM] | . | 15% | 0.8% | 0% | -5%[38.3 µM]
N#Cc1c(NC(=O)CCCl)sc2c1CCCCC2 | ? | -9% | 26% | -13% | -1.7% | 1% | 15%

Just CBFb-RUNX1 inh, for some of the entries so far:
smiles	CBFb-RUNX1 inh
Cc1ccc(-n2nc(C(=O)N3CCOCC3)cc2-c2ccc(Cl)cc2)cc1	6%
C/C(=N\N=C(/N)SC1CC(=O)N(c2ccc(Br)cc2)C1=O)c1cccs1 (configuration not stated)	-15%
C/C(=N\NC(=O)c1ccncc1)c1cccs1	-7%
CCOc1ccc(Cl)cc1/C=N/NC(=O)c1ccccc1	-8%
Cc1cccc(N=C2NN=C(c3ccccc3F)CS2)c1C	?

(cont.)
SMILES | CBFb-RUNX1 inh | NPSR antagonist | L3MBTL1 inh | HTT aggregate | Epigenetic derep | Luc counter | IMPase Li cell
Cc1cc(C(=O)CSc2nnc(-c3cccs3)o2)c(C)n1-c1ccccc1 | -17% | -22%[46.1 µM] | -10% | ? | -0.9% | 3% | 7%
COCCn1c(=O)[nH]c2cc(C(=O)NCCN3CCN(c4ccccc4F)CC3)ccc2c1=O | 2% | 2%[46.1 µM] | 5% | -22% | -1.0% | -1% | 0%[38.3 µM]
Nc1c2c(nc3ccn(Cc4ccccc4)c(=O)c13)CCC2 | -7% | -6%[46.1 µM] | -5% | -16% | -3.3% | -5% | -1%[38.3 µM]
COc1ccc(C2C(C(=O)NCCN3CCOCC3)c3ccccc3C(=O)N2C2CCCCC2)cc1 (configuration not stated) | -1% | -17%[46.1 µM] | 12% | -10% | 0.0% | 1% | 1%
O=C(O)C1C2CCCCC2=C2CCCCC2C1C(=O)c1ccccc1 (configuration not stated) | 2% | 3% | -2% | -2%[9.22 µM] | -0.2% | . | .

Only part of the results is shown; rates above refer to the full screens.
